# Screening results: PubChem, The Scripps Research Institute Molecular Screening Center
# V1R ag counter: agonists of human V1a receptor, primary screen, counter-screen for OXTR agonist project, fluorescence, CHO-V1R cells; activation, % at 3 µM; Vasopressin V1a receptor (Homo sapiens), P37288; 0.25% of 320,000 active; Fluo-8 calcium fluorescence, agonist mode; 0% DMSO, 100% 3 nM vasopressin;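 active = activation above the mean activation of all tested compounds plus 3 SD, per screening run, cut at about 20% in these data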;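 note: signal is peak over basal fluorescence ratio across a 100 second FLIPR read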
# M1 PAM parental: nonselective calcium activators in parental CHO-K1 cells, primary screen, counter-screen for M1 PAM project, cell-based, Fluo-8 calcium fluorescence, full deck, 1536-well; ATP EC20; 0% at ATP EC20, 100% at ATP max; activation, % at 3 µM; 0.02% of 360,000 active; AID 602247, 2012;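 active = activation above the run cutoff, the mean activation of all test compounds plus 3 SD, cut at about 40% in these data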;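 note: peak over basal fluorescence ratio in a 140 s read after ATP addition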
# M1 ag parental: counter-screen for M1 agonists: effect in parental CHO-K1 cells; Fluo-8 calcium fluorescence; scaled to maximal ATP response, vehicle zero; activation, % at 3 µM; 0.48% of 360,000 active; AID 602248, 2012; in the data active = activation above about 15%;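 note: untransfected CHO-K1 host cells lacking M1 receptor as counterscreen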
# CHO parental Ca: ATP-evoked calcium signal inhibitors, parental CHO, primary screen, counter-screen for OX1R antagonist project, cell-based, fluorescence, Fluo-8 calcium dye. parental CHO-K1, ATP-induced calcium, Fluo-8 fluorescence. AID 463079, 2010. inhibition, % at 5.6 µM. 0.63% of 330,000 active;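 active = inhibition above that plate's mean sample inhibition plus 3 SD, cut at about 26% in these data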;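 note: 0% = ATP-challenged DMSO wells and 100% = DMSO wells without ATP; some compounds past the cut are filed as inactive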
#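 Assay system: parental CHO cells; Read-out basis: percent inhibition of ATP-evoked calcium rise, normalized to controls; Benchmarks: ATP and no-ATP DMSO wells; Compound dosing: single nominal dose of 5.6 µM per compound; Signal: Fluo-8 calcium dye fluorescence; Also added: ATP as calcium-mobilizing challenge; Repeats: singlicate.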
# CHO-K1 Ca antag: counter-screen for M1 antagonists: effect in parental CHO-K1 cells; inhibition, % at 3 µM; 0.6% of 360,000 active; ATP-induced calcium, Fluo-8 fluorescence;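 active = inhibition above a per-plate cutoff, the plate's mean sample inhibition plus 3 SD, cut at about 24% in these data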;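 note: 0% = DMSO plus EC80 ATP and 100% = DMSO alone without ATP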
# TAAR1 antag: human TAAR1 antagonists, primary screen, Fluo-8 calcium fluorescence, CHO RD-HGA16 cells | Trace amine-associated receptor 1 (Homo sapiens), Q96RJ0 | antagonist | inhibition, % at 3 µM | 1.5% of 360,000 active;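 active = inhibition above a per-plate cutoff, the mean inhibition of test compounds on that plate plus 3 SD, cut at about 49% in these data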;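 note: 0% = DMSO plus EC80 beta-PEA response and 100% = DMSO alone without agonist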
# Target sequence (Q96RJ0 whole entry, looked up): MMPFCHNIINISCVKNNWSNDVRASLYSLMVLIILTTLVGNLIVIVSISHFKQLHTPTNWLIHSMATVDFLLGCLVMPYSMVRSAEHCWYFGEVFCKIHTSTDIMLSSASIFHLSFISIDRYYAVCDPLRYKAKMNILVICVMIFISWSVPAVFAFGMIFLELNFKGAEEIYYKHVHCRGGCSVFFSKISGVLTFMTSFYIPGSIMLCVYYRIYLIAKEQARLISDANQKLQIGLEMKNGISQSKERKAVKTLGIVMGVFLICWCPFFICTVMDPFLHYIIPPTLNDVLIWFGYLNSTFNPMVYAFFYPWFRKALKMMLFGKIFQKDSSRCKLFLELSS
#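 Material: CHO RD-HGA16 cells bearing hTAAR1; compound dosing: one-point dosing, 3 µM nominal final; schedule: dye loading 75 min at 37 °C, then 30 min room temperature; measured by: calcium fluorescence with Fluo-8; control set: vehicle and agonist controls; replication: n of 1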
# GPR7 antagonist: GPR7 receptor antagonists, primary screen, cell-based, fluorescence, single concentration | inhibition, % at 4.4 µM | 1.1% of 290,000 active | GPR7-expressing cells, fluorescence antagonist assay | Neuropeptides B/W receptor type 1 (Homo sapiens), P48145; in the data active = inhibition above about 16%, passing the limit was not always enough;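 note: cells stimulated with the agonist NPW; 0% = agonist with vehicle and 100% = vehicle without agonist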
# Target sequence (P48145 whole entry, looked up): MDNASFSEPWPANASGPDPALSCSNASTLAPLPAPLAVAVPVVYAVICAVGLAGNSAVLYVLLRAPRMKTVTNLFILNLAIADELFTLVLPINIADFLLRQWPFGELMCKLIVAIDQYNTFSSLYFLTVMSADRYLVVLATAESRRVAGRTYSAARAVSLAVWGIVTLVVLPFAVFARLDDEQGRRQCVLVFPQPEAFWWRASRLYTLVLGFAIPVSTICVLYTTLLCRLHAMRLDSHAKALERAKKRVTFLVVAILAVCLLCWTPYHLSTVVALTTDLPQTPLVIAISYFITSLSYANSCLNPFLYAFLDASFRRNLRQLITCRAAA
# OXTR agonist: human OXTR agonists, primary screen, fluorescence, CHO-OTR cells, Fluo-8 calcium | Fluo-8 calcium fluorescence; normalized: DMSO 0%, oxytocin 100% | activation, % at 3 µM | 0.32% of 320,000 active | AID 2435, 2010;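 active = activation above the mean of all tested compounds plus 3 SD, cutoff set per screening run, cut at about 20% in these data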;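 note: peak over basal fluorescence ratio from a 100 s FLIPR kinetic read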
# Target sequence (P30559 whole entry, looked up): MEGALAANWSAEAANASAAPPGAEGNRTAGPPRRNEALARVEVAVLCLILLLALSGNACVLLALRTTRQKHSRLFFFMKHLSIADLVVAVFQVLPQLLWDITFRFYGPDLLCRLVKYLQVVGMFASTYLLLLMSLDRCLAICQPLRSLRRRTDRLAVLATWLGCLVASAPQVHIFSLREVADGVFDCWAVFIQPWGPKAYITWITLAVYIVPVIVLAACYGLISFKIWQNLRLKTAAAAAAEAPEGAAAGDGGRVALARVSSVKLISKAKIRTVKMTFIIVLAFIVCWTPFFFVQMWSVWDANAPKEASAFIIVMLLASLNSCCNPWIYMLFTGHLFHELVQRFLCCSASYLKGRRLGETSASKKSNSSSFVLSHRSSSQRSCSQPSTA
# OXTR potentiator: human OXTR potentiators, primary screen, fluorescence, CHO-OTR cells, Fluo-8 calcium | Oxytocin receptor (Homo sapiens), P30559 | Fluo-8 calcium fluorescence, potentiator mode; 0% = oxytocin EC15, 100% = EC100 | activation, % at 3 µM | 0.061% of 320,000 active | AID 2445, 2010;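 active = activation above that plate's cutoff, the mean activation of tested compounds plus 3 SD, cut at about 6.6% in these data, passing the limit was not always enough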;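 note: 100% uses oxytocin at 75 nM as the full agonist control; some results filed as inactive read as strong as hits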
#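 Replication – single well per compound, singlicate · Assay system – CHO cell line stably expressing human OTR · Timing – 6 min pre-incubation, 100 s read · Measure – normalized max/min fluorescence ratio, % activation · Doses – 3.0 µM, one dose · Detection – Fluo-8 calcium dye fluorescence · Probe or stimulus – oxytocin near EC15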
# Starred values were filed as active, the others as inactive; x = no result given. Compounds were not picked by outcome; 3.5% or so of the library scored in one or more.
SMILES,V1R ag counter,M1 PAM parental,M1 ag parental,CHO parental Ca,CHO-K1 Ca antag,TAAR1 antag,GPR7 antagonist,OXTR agonist,OXTR potentiator
O=C(CCl)N1CCCC1c1ccc2c(c1)OCCO2 (stereo not drawn),0.6,-5.2,0.4,-9.9,-8.3,-14.8,-0.7,0.2,-16.2
CN(C(=O)COC(=O)C12CC3CC(CC(C3)C1)C2)c1c(N)n(Cc2ccccc2)c(=O)[nH]c1=O,2.7,-8.8,-0.1,-4.0,-9.0,9.0,x,0.2,0.5
Nc1ncnc(NCc2ccc(F)cc2)c1[N+](=O)[O-],1.1,22.9,4.9,-11.5,-12.9,0.7,-10.5,-0.2,-1.6
Cn1cnc([N+](=O)[O-])c1Sc1ccncn1,x,20.5,0.7,x,-5.8,-15.6,x,x,x
CSc1nnc2n(-c3ccc(C)cc3)c(=O)c3c4c(sc3n12)COC(C(C)C)C4 (stereo not drawn),-0.6,5.7,-0.5,-15.3,-8.0,-32.7,8.4,-1.7,-2.3
COCCn1c(SCC(=O)N2CCCC2)nnc1-c1ccoc1C,1.4,22.3,0.4,-1.3,-10.6,-5.9,-3.5,0.3,-7.5
COc1ccccc1CC(=O)NC1CCCCCC1,0.6,-10.5,-0.4,-9.5,3.8,-23.5,-8.1,-0.3,0.3
COc1ccccc1-n1c(SCC(=O)Nc2cccc3ccccc23)nc(O)cc1=O,0.1,0.3,-0.1,3.7,5.1,0.1,-2.8,-0.1,-17.8
CCC1(C)Cc2c(C#N)c(N)n(-c3ccccc3)c(=S)c2CO1 (stereo not drawn),0.5,15.9,1.4,-0.9,-19.1,-0.8,-10.3,1.1,-3.9
COc1ccc(C(=O)Nc2ncc3c(n2)CC(c2ccco2)CC3=O)cc1 (stereo not drawn),0.9,0.7,0.6,-8.7,5.9,-2.0,-10.6,-0.6,-16.3
Cc1ccc(NC(=O)CSc2ncnc3ccccc23)cc1S(=O)(=O)N1CCOCC1,11.4,-3.6,11.2,6.7,-4.5,16.5,7.4,7.9,-20.0
CN1CCC(CO)(Cc2ccccc2)CC1,0.1,21.2,1.0,0.9,-5.0,-6.7,-15.1,1.1,-4.1
CCc1ccc(N(CC(=O)N2CCN(Cc3ccccc3)CC2)S(C)(=O)=O)cc1,x,12.4,2.0,x,-5.1,-6.4,7.8,x,x
CN(Cc1ccccc1)c1nc(N)c([N+](=O)[O-])c(Nc2cccc(F)c2)n1,0.5,0.6,0.6,-28.1,-4.4,-10.2,-13.0,1.3,-16.2
O=C(Cc1ccc(Br)cc1)N1CCN(c2ccccc2)CC1,1.3,21.2,8.0,-23.4,-1.6,-13.1,-3.1,-1.4,-9.4
COC(=O)NCC(c1cccnc1)N1CCN(c2ccccc2OC)CC1 (stereo not drawn),-0.3,5.9,0.2,-8.8,10.8,3.0,-6.8,0.4,-5.2
O=C(Nc1ccc(C(=O)O)cc1)/C(=C\c1ccc2c(c1)OCO2)NC(=O)c1ccccc1Cl,x,-8.3,0.1,x,10.8,-6.9,x,x,x
COc1cc2cc(CCCOC(=O)c3ccc4c(c3)OCO4)oc(=O)c2cc1OC,-0.4,7.9,0.7,-31.6,-12.2,-3.5,x,-0.6,4.3
Cc1csc(SCCN2C(=O)c3ccccc3C2=O)n1,-0.6,10.8,0.3,-13.6,1.2,-14.9,-5.9,-0.7,0.2
O=C(O)C1CC(=O)n2c(nc3ccccc32)S1 (stereo not drawn),-0.4,17.8,0.5,-4.7,-4.6,-4.8,-15.0,1.6,6.5
CC(Sc1nncn1C)C(=O)Nc1ccc2ccccc2c1 (stereo not drawn),x,-18.1,0.2,x,-6.1,2.3,x,x,x
O=[N+]([O-])c1ccc(OCC2CC(c3ccccc3)=NO2)cc1 (stereo not drawn),-1.2,7.5,3.4,-5.0,-0.9,15.9,-2.8,-0.8,-1.0
O=S(=O)(c1ccc(NC(=S)N/N=C/c2ccc(Oc3ccccc3)cc2)cc1)N1CCOCC1,0.3,9.0,0.1,-4.7,4.2,3.0,-9.2,0.0,-0.3
CNC(=O)c1cccc2nc3ccccc3nc12,-0.1,-10.4,0.8,17.1,-0.8,-36.5,-10.1,0.8,-4.2
O=C(Nc1ccc(NC(=O)c2ccco2)c(Cl)c1)c1cccc([N+](=O)[O-])c1,-0.2,-1.8,-0.3,-6.8,-0.2,-17.3,-14.1,-0.5,-6.0
COc1ccc(CNC(=O)c2cc(C(C)=O)c[nH]2)cc1,1.3,-16.6,1.7,-13.6,-11.6,-0.8,-11.6,0.9,-11.6
OCCNCCCCOc1cccc(Br)c1,0.8,14.0,0.9,-9.7,0.5,0.5,-5.9,1.7,-2.5
COC(=O)[C@@H]1CCCN1Cc1c(C(=O)N2CCCCC2)nc2c(C)cccn12,-0.6,11.6,0.0,-17.1,-8.1,5.7,-3.1,0.0,-9.7
CC(=O)Nc1ccc(N2CCN(C(=O)c3cccs3)CC2)cc1,-0.1,13.4,0.2,-12.0,-8.1,-9.9,-7.2,-0.5,-6.5
CN=C1N(C)C[C@@H]2[C@@H]3C(=O)N(Cc4ccccc4)C(=O)[C@@H]3[C@](Cc3ccccc3)(C(=O)OC)N12,x,12.4,0.6,-5.6,-10.5,-21.4,x,x,x

# Rewritten with values under each structure: entries from further up
# Under each structure – V1R ag counter | M1 PAM parental | M1 ag parental | CHO parental Ca | CHO-K1 Ca antag | TAAR1 antag | GPR7 antagonist | OXTR agonist | OXTR potentiator
- CN1CCC(CO)(Cc2ccccc2)CC1
→ 0.1 | 21.2 | 1.0 | 0.9 | -5.0 | -6.7 | -15.1 | 1.1 | -4.1
- CCc1ccc(N(CC(=O)N2CCN(Cc3ccccc3)CC2)S(C)(=O)=O)cc1
→ x | 12.4 | 2.0 | x | -5.1 | -6.4 | 7.8 | x | x

# (more compounds)
SMILES,V1R ag counter,M1 PAM parental,M1 ag parental,CHO parental Ca,CHO-K1 Ca antag,TAAR1 antag,GPR7 antagonist,OXTR agonist,OXTR potentiator
COc1ccc(CCNc2ccncn2)cc1OC,4.0,1.5,2.8,-5.2,-6.1,7.0,6.5,6.1,-6.0
CS(=O)(=O)N(CC(=O)N/N=C/c1ccco1)c1ccccc1Br,-0.3,24.1,0.6,-6.7,-6.6,6.3,-2.6,-0.9,-0.4
Cc1ccc(-c2csc(N3CCN(c4ccc5nc(-c6ccncc6)n(CCN6CCCCC6)c5c4)CC3)n2)cc1,-0.8,2.4,-0.2,-30.0,-1.9,x,-5.0,-1.7,-12.4
COc1ccc(Nc2nc(N)nc(CSC(=S)N3CCC(C)CC3)n2)cc1,-1.5,19.8,0.8,-35.8,-5.5,-9.1,-11.3,-3.0,-9.9
O=C(CCc1nnc(CCCc2ccccc2)o1)NCCc1ccccc1,-0.3,22.2,2.0,-14.8,-9.3,-20.7,5.0,-1.2,-8.2
CCC(=O)N1CCc2cc(S(=O)(=O)NC(CC(C)C)C(=O)N3CCc4ccccc43)ccc21 (stereo not drawn),-1.2,-2.1,-0.5,-15.2,-14.1,-6.8,-8.7,-2.0,-0.7
Cc1ccc(NC(=S)Nc2ccccn2)cc1C,-2.0,8.5,1.7,-13.3,-0.1,-9.8,-2.3,-1.5,5.0
Cc1nc(C(=O)Nc2ccc(Cl)cc2)nn1-c1ccc([N+](=O)[O-])cc1,0.4,1.3,1.8,-5.4,6.8,0.1,30.5*,0.2,1.0
COc1cccc(CN(C)C(=O)c2sccc2-c2ccccc2)c1OC,0.2,-4.4,1.1,-17.5,-4.8,-2.1,4.7,-1.0,-11.3
COC(=O)c1ccc(C(=O)OC)c(NC(=O)CCS(=O)(=O)Cc2ccccc2)c1,-1.6,5.3,1.1,-15.1,-9.1,24.5,-21.2,-0.1,-12.1
COc1ccc(Nc2cc(C(=O)NCc3ccccn3)c3ccccc3n2)c(OC)c1,1.7,x,x,-13.9,x,x,-9.6,0.5,-2.8
CCOC(=O)c1ccccc1NS(=O)(=O)c1cnn(CC)c1C,-0.2,13.9,0.2,-8.5,11.3,1.1,-21.0,-0.6,-1.0
O=C(NCC1CCCO1)/C(=C\c1ccc(Cl)cc1)NC(=O)c1ccccc1 (stereo not drawn),0.3,5.6,-0.1,-16.8,-9.8,-13.1,-1.6,-0.3,3.8
Cc1cccc(NC(=S)NCc2ccncc2)c1C,0.1,10.4,0.2,5.9,-5.4,9.3,2.1,0.9,4.2
N/C(=N\N=C\c1cccs1)SC1CC(=O)N(c2cccc([N+](=O)[O-])c2)C1=O (stereo not drawn),0.5,10.9,3.6,-13.0,-0.7,2.1,-15.0,0.3,-6.5
O=C(CSc1nc2ccccc2[nH]1)c1cccs1,1.9,15.9,1.1,-11.4,-6.9,-2.7,11.4,-0.8,-13.8
COC(=O)c1ccc2nc(-c3ccc(Cl)cc3)c(Cc3ccsc3)n2c1,x,8.1,-0.3,x,0.3,-19.7,x,x,x
CN1CCN(C(c2cccc(C(F)(F)F)c2)c2nnnn2Cc2ccccc2)CC1 (stereo not drawn),4.6,7.2,1.7,-15.3,-20.0,-19.8,13.3,8.1,-6.2
CCC(=O)N1CCC1(C)C(=O)Nc1nccs1 (stereo not drawn),x,-6.0,1.4,x,18.0,-15.1,x,x,x
COc1cc2c(cc1NC(=S)Nc1ccccc1C)oc1ccccc12,0.7,16.7,0.0,-4.9,-8.6,2.2,-2.0,0.9,-3.9
Cc1sc2ncnc(SCC(=O)c3ccc(O)cc3O)c2c1C,1.3,-14.2,0.4,-16.2,10.2,-22.9,-12.9,1.9,0.9
Nc1nonc1-n1nnc(C(=O)N/N=C/c2cccnc2)c1-c1cccs1,4.2,-16.6,3.6,-9.3,3.8,2.7,-14.5,3.5,-6.3
O=C(O)c1cccnc1SCc1cccc(Cl)c1,1.0,13.3,9.5,-5.9,-2.6,-6.0,-14.9,1.1,4.4
O=C(c1ccc(-n2cnnn2)cc1)N1CCCCC1,0.6,14.6,0.1,3.2,-3.4,4.8,-8.5,3.1,-14.1
CCOC(=O)CNC(=O)c1sc2nc(C)cc(C)c2c1N,-0.8,12.5,-0.4,-10.1,-2.9,-2.7,5.1,-0.2,-9.8
CSc1nc(N2CCOCC2)c2c3c(sc2n1)CCC3,-1.6,10.7,-0.2,-16.2,-11.9,9.5,-17.5,-2.4,-5.8
CCN(CC)CCN1C(=O)C(O)=C(C(=O)c2ccco2)C1c1ccccn1 (stereo not drawn),1.7,-6.8,0.3,6.5,23.6,3.9,-3.6,-0.5,-2.6
O=C(Nc1nnc2n1CCS2)c1ccc(Br)o1,-0.2,19.7,1.3,12.4,-14.5,7.8,0.9,-0.5,-9.2
